Source: PubChem BioAssay
FLuc counter = qHTS profiling assay for firefly luciferase inhibitor/activator using purifed enzyme and Km concentrations of substrates (counterscreen for miR-21 project) | Luciferin 4-monooxygenase (Photinus pyralis), P08659 | purified FLuc, Km substrates, luminescence inhibition | AID 588342, 2011 | Potency, µM (doses to about 57.5 µM), for the others: at the top dose activity change, negative = inhibition, actives largely listed as inhibitors | actives 6.9% (n = 360,000);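 note: potency is the fitted concentration of half-maximal effect; plate controls were vehicle for no effect and reference inhibitor for full effect; nearly all actives have a fitted effect of over 55% in size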
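Purified P. pyralis luciferase (10nM final) with 10uM D-luciferin and 10uM ATP (Km levels) in 50mM Tris acetate pH 7.5, 10mM Mg acetate, 0.01% Tween-20, 0.05% BSA; qHTS 6-point titration, ~60 µM downward; luminescence read.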
BRCA1 expr act = qHTS Assay to Identify Small Molecule Activators of BRCA1 Expression; Potency, µM (titrated, usually from 46.1 µM), for the others: top-dose activation, usual class: activators; actives 1.1% (n = 380,000); MCF7-BRCA1-FFLuc reporter, luminescence, 48 h; response scale: scaled: vehicle 0%, 10 µM genistein 100%; note: potency is the fitted concentration of half-maximal effect; nearly all actives have a fitted effect of over 80% in size; some results filed as inactive show a strong effect at the top dose
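Using MCF7 cells harboring a BRCA1 firefly luciferase reporter, plated 2 h before compound pinning, the screen measured luminescence after 48 h incubation. Responses were normalized to DMSO and 10 microM genistein, then fitted for concentration-effect.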
Rab9 promoter act = qHTS Assay for Rab9 Promoter Activators | Potency, µM (series often up to 9.22 µM), for the others: top-dose activation, negative = inhibition, hits mostly activators | Huh7 Rab9 promoter-luciferase reporter, luminescence, 24 h | actives 2.8% (n = 320,000); note: potency is the fitted concentration of half-maximal effect; % of control where 0% means no effect; nearly all actives have a fitted effect of over 60% in size
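Using Huh7 cells stably transfected with Rab9 promoter–luciferase, compounds were incubated 24 h at 37 °C, 5% CO2; luciferase luminescence was read 10 min after reagent addition.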
ELG1 genotoxic = qHTS screen for small molecules that induce genotoxicity in human embryonic kidney (HEK293T) cells expressing luciferase-tagged ELG1. HEK293T ELG1-luciferase reporter, luminescence, 16 h. Potency, µM (highest dose often 46 µM), for the others: at the top dose activity change, positive = activation, usual class: activators. actives 1.3% (n = 330,000). AID 504466, 2011; note: potency is the fitted concentration of half-maximal effect; % of control where 0% means no effect; nearly all actives have a fitted effect of over 60% in size
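Screening used a luciferase reporter fused to human ELG1 in HEK293T cells. Luminescence was read on a CCD plate imager after 16 hr exposure and 30 min ONE-Glo incubation.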
ELG1 DNA repair = qHTS screen for small molecules that inhibit ELG1-dependent DNA repair in human embryonic kidney (HEK293T) cells expressing luciferase-tagged ELG1 | Potency, µM (top dose mostly 46.1 µM), for the others: at the top dose activity change, negative = inhibition, actives largely listed as inhibitors | HEK293T ELG1-luciferase reporter, luminescence, 16 h; DNA damage induced by 5-fluorouridine | actives 2.3% (n = 330,000); note: potency is the fitted concentration of half-maximal effect; % is set by controls: 0 for no effect and ±100 for the full control effect; nearly all actives have a fitted effect of over 55% in size
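5-Fluorouridine DNA damage + compound/DMSO, 2,000 cells/well, 16 h, 37 °C/5% CO2. ONE-Glo, 30 min RT, luminescence. Readout = decrease in reporter signal.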
NPC1 prom act = qHTS Assay for NPC1 Promoter Activators; Huh7 NPC1 promoter luciferase reporter, 24 h; Potency, µM (highest dose often 9.22 µM), for inactives: at the top dose activation, usual class: activators; actives 2.4% (n = 320,000);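 note: potency is the fitted concentration of half-maximal effect; % of control where 0% means no effect; nearly all actives have a fitted effect of over 60% in size; reporter is driven by a mutant NPC1 promoter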
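In 1536-well qHTS, Huh7 cells harboring an NPC1 promoter–luciferase construct received compound for 24 h; activation was quantified by luminescence following luciferase reagent addition.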
RORg inh = qHTS for inhibitors of ROR gamma transcriptional activity; AID 2551, 2010; Potency, µM (series often up to 53.6 µM), for the others: at the highest dose activity change, negative = inhibition, actives largely listed as inhibitors; actives 5.4% (n = 310,000); Nuclear receptor ROR-gamma (Mus musculus), P51450; Drosophila S2 Gal4-RORgamma UAS-luciferase reporter, 20 h; note: potency is the fitted concentration of half-maximal effect; % is set by controls: 0 for no effect and ±100 for the full control effect; nearly all actives have a fitted effect of over 60% in size
Target sequence (P51450 whole entry, looked up, the tested form may be a part): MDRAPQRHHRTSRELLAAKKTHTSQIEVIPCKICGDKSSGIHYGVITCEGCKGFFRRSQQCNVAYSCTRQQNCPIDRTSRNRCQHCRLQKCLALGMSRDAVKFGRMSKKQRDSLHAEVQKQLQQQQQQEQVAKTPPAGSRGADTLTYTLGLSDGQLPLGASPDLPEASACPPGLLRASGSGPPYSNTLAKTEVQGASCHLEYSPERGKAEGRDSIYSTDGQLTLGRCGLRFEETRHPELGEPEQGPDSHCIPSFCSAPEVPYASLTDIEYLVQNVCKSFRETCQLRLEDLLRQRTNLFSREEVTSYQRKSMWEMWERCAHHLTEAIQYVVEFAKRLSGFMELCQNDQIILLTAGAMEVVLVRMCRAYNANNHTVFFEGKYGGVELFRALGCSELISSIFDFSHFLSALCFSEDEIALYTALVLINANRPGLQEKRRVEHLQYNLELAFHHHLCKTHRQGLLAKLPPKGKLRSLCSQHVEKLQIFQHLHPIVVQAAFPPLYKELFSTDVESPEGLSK
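Stable Schneider cell line, Gal4 DNA-binding domain fused to ROR gamma, UAS-luciferase. Cmpd 1 hr RT → CuSO4 700 uM final → 20 hr RT → luciferase reagent 10 min → luminescence.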
Gal4-VP16 FLuc = VP16 counterscreen qHTS for inhibitors of ROR gamma transcriptional activity | Drosophila S2 Gal4-VP16 UAS-luciferase, luminescence, 20 h | Potency, µM (top dose mostly 53.6 µM), inactives show top-dose activity, negative = inhibition, most hits filed as inhibitors | actives 3.5% (n = 310,000);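 note: Gal4-VP16 expression switched on by copper sulfate through the metallothionein promoter; potency is the fitted concentration of half-maximal effect; % is set by controls: 0 for no effect and ±100 for the full control effect; nearly all actives have a fitted effect of over 50% in size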
p53 reactivation = qHTS assay for re-activators of p53 using a Luc reporter; Potency, µM (series often up to 92.2 µM), inactives show at the top dose activity change, positive = activation, most hits filed as activators; actives 0.063% (n = 320,000); AID 504706, 2011; H1299 p53-A138V BP100-luciferase reporter, luminescence, 24 h; note: potency is the fitted concentration of half-maximal effect; % of control where 0% means no effect; nearly all actives have a fitted effect of over 45% in size
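H1299 (p53-null), stable ts p53-A138V + BP100-Luc; 1000 cells/well, Opti-MEM/10% FBS; cpd 4 pt, 1:5; 24 h, 37 deg C, 5% CO2; detection reagent 10 min RT; luminescence.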
Tb PFK inh = qHTS Assay to Find Inhibitors of T. brucei phosphofructokinase; T. brucei PFK, ADP-Glo luminescence; actives 0.17% (n = 330,000); AID 485367, 2010; ATP-dependent 6-phosphofructokinase (Trypanosoma brucei brucei), O15648; Potency, µM (top dose mostly 57.5 µM), for the others: top-dose activity, negative = inhibition, hits mostly inhibitors;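 note: potency is the fitted concentration of half-maximal effect; 0% = uninhibited 1x PFK enzyme wells and -100% = no-enzyme wells; nearly all actives have a fitted effect of over 60% in size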
Target sequence (O15648 whole entry, looked up): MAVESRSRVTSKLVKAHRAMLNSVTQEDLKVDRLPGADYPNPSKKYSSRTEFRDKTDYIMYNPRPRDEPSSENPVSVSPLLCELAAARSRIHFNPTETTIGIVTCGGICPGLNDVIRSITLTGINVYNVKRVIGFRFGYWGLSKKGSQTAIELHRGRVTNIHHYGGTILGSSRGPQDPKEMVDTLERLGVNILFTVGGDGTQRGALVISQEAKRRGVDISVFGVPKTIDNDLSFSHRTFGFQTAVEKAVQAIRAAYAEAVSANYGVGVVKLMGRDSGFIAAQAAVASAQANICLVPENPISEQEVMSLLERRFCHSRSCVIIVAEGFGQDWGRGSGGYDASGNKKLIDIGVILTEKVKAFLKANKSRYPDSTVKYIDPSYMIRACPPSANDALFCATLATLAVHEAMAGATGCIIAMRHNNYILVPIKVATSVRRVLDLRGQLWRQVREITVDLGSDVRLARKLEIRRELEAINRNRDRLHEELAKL
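Luminescent ADP detection (ADP-Glo, two-step: ATP depletion then ADP-to-ATP conversion for luciferase) reported PFK activity after 45 min room-temperature reaction of 1.25 nM enzyme with 0.5 mM F6P and 0.1 mM ATP at pH 8.0.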
TRPV1 ag = HTS Assay for Compounds that Act as Agonists of the Vanilloid Receptor 1; Transient receptor potential cation channel subfamily V member 1 (Homo sapiens), Q8NER1; TRPV1-expressing cells, Fluo-8 calcium influx, agonist mode; activation, % at 8.33 µM; actives 0.19% (n = 320,000); in the data active = activation above about 80%; inconclusive = between about 30% and that limit; note: 0% is about no effect
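Cells expressing TRPV1 were dye-loaded with Fluo-8 and read kinetically: 10 s baseline, 3 min after compound (agonist portion), then 2 min after EC20 capsaicin (allosteric enhancer portion). Calcium-bound dye fluorescence at 480/520 nm.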
* marks the source's active call; other numbers are inactive results; ? = inconclusive; / = not tested or not shown; & = joins results of further samples; [ ] = remark or other dose. Unless noted, calls come from the whole dose curve; as a rule, active = well fitted curve in the direction sought with a large enough effect; inconclusive = small, poorly fitted or top-dose-only effect, or another doubt; inactive = no such curve, though single readings can be large; an effect the other way counts as inactive or inconclusive.

SMILES | FLuc counter | BRCA1 expr act | Rab9 promoter act | ELG1 genotoxic | ELG1 DNA repair | NPC1 prom act | RORg inh | Gal4-VP16 FLuc | p53 reactivation | Tb PFK inh | TRPV1 ag
Cc1cnc(NC(=O)CSCc2c(C)noc2C)s1 | / | -9% | / | 2% | 18% | / | / | / | 0% | -2% | /
CCOc1ccc(NC(=O)CCc2ccc(C)o2)cc1 | -18% | 59% | -3% | 9% | ? | 15% | 23% | 23% | 23% | 4% | 3
O=C(CN1CCOCC1)NNC(=O)c1ccc(Cl)cc1 | / | 6% | / | 0% | -1% | / | / | / | 8% | 1% | /
CC(=O)Nc1cccc(NC(=O)C2CC(=O)N(c3ccc(C)cc3)C2)c1 (centres undefined) | -1% | -3% | 2% | 5% | 12% | -7% | -25% | 3% | -2% | 0% | -3
CCc1cccc(NC(=O)C2CCCN(S(=O)(=O)c3c(C)[nH]c(=O)[nH]c3=O)C2)c1 (centres undefined) | 3% | -16% | / | / | / | / | 9% | 3% | / | / | -1
Cc1ccc2ncccc2c1 | -2% | -5% | -4% | 3% | 15% | 14% | 3% | 3% | 0% | 1% | -3
Oc1[nH]c2ccc(Br)cc2c1N=NC(=S)NCC1CCCO1 (centres undefined) | -7% | -41% | -1% | -9% | ? | -2% | 1.4µM* | ? | 0% | -2% | 10
Cc1cc2nc3c(=O)[nH]c(=S)[nH]c3nc2cc1NC(=O)C(F)(F)F | 0% | 47% | 13% | ? | ? | 3% | -6% | -14% | 0% | -19% | 5
Cc1ccc(CNC(=O)C(=O)c2cn(CC(=O)N3CCCC3)c3ccccc23)cc1 | ? | 47% | 21% | 10% | 10% | 16% | ? | ? | -10% | 1% | -1
CCOc1ccccc1NC(=O)NC(C)c1ccc2c(c1)OCO2 (centres undefined) | 6% | / | -1% | -4% | 0% | 3% | -1% | -20% | -4% | 1% | 5
CCOc1ccc(NC(=O)CN(C)c2nnnn2-c2ccccc2)cc1OCC | -1% | -1% | -2% | 4% | -1% | -13% | 6% | 12% | 2% | -4% | 2
CCCN1C(=O)C(=O)N(CC(=O)c2cc(C)n(C3CC3)c2C)C1=O | ? | 58% | 1.4µM* | ? | ? | 2.8µM* | / | / | ? | 1% | 3
O=C(NCc1ccccc1C(F)(F)F)C1CCC(=O)N(C2CCCCCC2)C1 (centres undefined) | -1% | -6% | 1% | -4% | ? | 0% | ? | -9% | -2% | 1% | 10
Cc1ccc(CONC(=O)c2ccc([N+](=O)[O-])cc2)cc1 | -1% | 58% | -3% | -3% | 0% | 1% | / | / | 8% | -26% | -1
CCC1CCCCN1CCCNC(=O)CN1C(=O)c2cccnc2Oc2ccc(Cl)cc21 (centres undefined) | 1%&2% | -5% | -7% | -1% | 2% | -4% | 0% | 6% | 1% | 0% | -2
COc1ccc(-n2nc(C)c3c(=O)c4c([nH]c32)CCCC4)cc1 | 3% | 0% | 0% | -3% | -27% | -2% | -1% | -3% | 0% | 1% | 11
O=C(CSC1=NCCS1)Nc1ccccc1F | -10% | -3% | 12% | -4% | 6% | 5% | -7% | ? | ? | -4% | -5
CCCc1cc(=O)oc2c(C)c(OCC(=O)NCCCN3CCOCC3)ccc12 | -2% | 9% | 3% | 6% | 7% | 1% | -14% | -1% | -3% | 0% | -1
CCN(CC)c1nc(N)n(CCSC(=S)N(C)C)c(=O)n1 | -5% | 39% | -2% | -5% | ? | 1% | 0% | -1% | 0% | 0% | -7
C=CCc1cccc(C=Nc2ccc(Br)cc2)c1O | -17% | 12% | 3% | 11% | ? | 1% | 5% | -18% | -1% | -5% | 0
O=C(C1=C(O)C(=O)N(CC2CCCO2)C1c1ccc(Cl)cc1)c1ccco1 (centres undefined) | 2% | 1% | -1% | -3% | -5% | -2% | -9% | 3% | 12% | 1% | 0
CCOc1ccccc1NC(=O)COC(=O)CSc1ccc(Cl)cc1 | 1% | -20% | -1% | -1% | -1% | 0% | 3% | 5% | 4% | -4% | 3
COc1ccc(/C=N/NC(=O)Cn2cnc3c2c(=O)n(C)c(=O)n3C)c(OC)c1OC | 2% | -14% | -1% | 2% | 19% | -4% | 18% | 12% | -1% | 1% | 0
N#Cc1ccc(NC(=O)COc2ccc(-n3cnnn3)cc2)cc1 | / | -12% | / | 3% | 16% | / | / | / | -3% | -12% | /
Cn1cc(Br)c(C(=O)N/N=C/c2cc3ccccc3nc2Cl)n1 | ? | ? | 20% | 1% | 7% | ? | 29% | 22% | 2% | 11% | -3
COc1ccccc1N(CC(=O)NCCC1=CCCCC1)S(=O)(=O)c1ccccc1 | -2% | -50% | -5% | -2% | -2% | -2% | 36% | 0% | -3% | 5% | 20
Cc1cc(C)cc(NC(=S)N(Cc2cccc(Br)c2)CC2CCC(C(=O)O)CC2)c1 (centres undefined) | -20% | -2% | -6% | -1% | ? | 0% | -15% | 3% | 0% | -2% | 1
CCCCn1cnc2c1c(=O)n(C)c(=O)n2C | 0% | 1% | -2% | 1% | 7% | -2% | 5% | -4% | -1% | 0% | 2
CS(=O)(=O)c1ccc2nc(NC(=O)c3cc(-c4ccccc4)nn3-c3ccccc3)sc2c1 | -7% | -12% | -2% | -5% | 7.3µM* | -3% | -33% | 9% | -13% | 0% | -10
CC(C)Oc1ccc(S(=O)(=O)N2CCCCC2)cc1NC(=O)CN1C(=O)NC(C)(C2CC2)C1=O (centres undefined) | / | -25% | 1% | 2% | 5% | -2% | / | / | -5% | 0% | 0
COc1ccc([N+](=O)[O-])cc1NC(=O)C(C)N(C)Cc1cccc(OC)c1OC (centres undefined) | 3% | -44% | -5% | -12% | 9.2µM* | -9% | 26% | ? | -1% | -5% | ?
COc1ccc(-c2nc3cc(NC(=S)NC(=O)Cc4ccccc4)ccc3o2)cc1 | -12% | ? | ? | ? | ? | ? | 4.5µM* | 2.5µM* | 3% | 0% | 9
COc1ccc(NC(=O)c2nc(S(=O)(=O)Cc3cccc(C)c3)ncc2Cl)c(OC)c1 | 1% | -3% | -21% | -12% | ? | -44%[inhibitor] | ? | 7.9µM* | -32%[inhibitor] | 3% | -2

4 records drawn at random from those above:
SMILES | FLuc counter | BRCA1 expr act | Rab9 promoter act | ELG1 genotoxic | ELG1 DNA repair | NPC1 prom act | RORg inh | Gal4-VP16 FLuc | p53 reactivation | Tb PFK inh | TRPV1 ag
CS(=O)(=O)c1ccc2nc(NC(=O)c3cc(-c4ccccc4)nn3-c3ccccc3)sc2c1 | -7% | -12% | -2% | -5% | 7.3µM* | -3% | -33% | 9% | -13% | 0% | -10
CC(C)Oc1ccc(S(=O)(=O)N2CCCCC2)cc1NC(=O)CN1C(=O)NC(C)(C2CC2)C1=O (centres undefined) | / | -25% | 1% | 2% | 5% | -2% | / | / | -5% | 0% | 0
COc1ccc(-c2nc3cc(NC(=S)NC(=O)Cc4ccccc4)ccc3o2)cc1 | -12% | ? | ? | ? | ? | ? | 4.5µM* | 2.5µM* | 3% | 0% | 9
COc1ccc([N+](=O)[O-])cc1NC(=O)C(C)N(C)Cc1cccc(OC)c1OC (centres undefined) | 3% | -44% | -5% | -12% | 9.2µM* | -9% | 26% | ? | -1% | -5% | ?
